# Compound activity from PubChem BioAssay.
# PAD4 inh: PAD4 (human) enzyme inhibition | inhibition, % at 6.36 µM | AID 485272 | Q9UM07 | 330,000 tested, 0.41% active | recombinant PAD4, RCA probe fluorescence polarization;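 active = percent inhibition above a cutoff equal to the mean of all tested compounds plus 3 SD, cut at about 15% in these data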;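 note: 0% = PAD4 with RCA probe and DMSO and 100% = probe without PAD4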
# PAFAH1B3 inh: inhibitors of human PAFAH1B3 | inhibition, % at 3.39 µM | 340,000 tested, 0.28% active | recombinant PAFAH1B3, FP-rhodamine probe, fluorescence polarization | Q15102;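 active = inhibition above the screen-wide average of all tested compounds plus 3 SD, cut at about 25% in these data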;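 note: 0% = enzyme with DMSO only and 100% = wells lacking PAFAH1B3 protein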
# ZTA DNA inh: counter-screen for EBNA-1 inhibitors: inhibitors of Epstein-Barr virus ZTA; P03206; ZTA-DNA binding, fluorescence polarization; inhibition, % at 11 µM; 320,000 tested, 0.15% active; in the data active = inhibition above about 33%
# Target sequence (P03206 whole entry, looked up): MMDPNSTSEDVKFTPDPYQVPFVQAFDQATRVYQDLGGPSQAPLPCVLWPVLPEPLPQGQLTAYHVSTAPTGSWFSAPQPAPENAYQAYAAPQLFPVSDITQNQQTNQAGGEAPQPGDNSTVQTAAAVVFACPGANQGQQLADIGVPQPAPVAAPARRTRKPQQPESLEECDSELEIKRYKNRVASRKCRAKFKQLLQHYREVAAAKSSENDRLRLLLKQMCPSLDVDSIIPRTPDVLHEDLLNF
# LYPLA2 inh: counter-screen for PME1 inhibitors: inhibitors of human LYPLA2; AID 2177; inhibition, % at 5.9 µM; 320,000 tested, 0.38% active; recombinant LYPLA2, FP-Rh probe fluorescence polarization; O95372;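 active = inhibition above the screen-wide mean plus 3 SD, limit set per campaign, cut at about 26% in these data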;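 note: 0% = LYPLA2 with DMSO and 100% = wells lacking LYPLA2 enzyme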
# Target sequence (O95372 whole entry, looked up): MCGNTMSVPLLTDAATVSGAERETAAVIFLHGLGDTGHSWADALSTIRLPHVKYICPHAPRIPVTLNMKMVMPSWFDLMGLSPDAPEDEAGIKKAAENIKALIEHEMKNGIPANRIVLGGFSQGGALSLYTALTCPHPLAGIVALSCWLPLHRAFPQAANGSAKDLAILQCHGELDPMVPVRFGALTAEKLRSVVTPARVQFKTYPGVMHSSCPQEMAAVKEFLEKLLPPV
# PREPL inhibitor: inhibits the human prolyl oligopeptidase-like enzyme. AID 2751. recombinant PREPL, fluorescence polarization activity-based probe. 320,000 tested, 0.68% active. inhibition, % at 5.96 µM; in the data active = inhibition above about 43%;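 note: 0% = enzyme with DMSO and 100% = wells lacking enzyme; many of its hits are not listed in these tables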
# LYPLA1 inh: counter-screen for PME1 inhibitors: inhibitors of human LYPLA1; O75608; 320,000 tested, 0.16% active; recombinant LYPLA1, FP-Rh probe fluorescence polarization; inhibition, % at 5.9 µM;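 active = inhibition above the mean of all tested compounds plus 3 SD, set per campaign, cut at about 14% in these data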;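 note: inhibitors block serine hydrolase probe labeling of LYPLA1 so polarization falls; 0% = enzyme with DMSO and 100% = wells lacking LYPLA1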
# Target sequence (O75608 whole entry, looked up): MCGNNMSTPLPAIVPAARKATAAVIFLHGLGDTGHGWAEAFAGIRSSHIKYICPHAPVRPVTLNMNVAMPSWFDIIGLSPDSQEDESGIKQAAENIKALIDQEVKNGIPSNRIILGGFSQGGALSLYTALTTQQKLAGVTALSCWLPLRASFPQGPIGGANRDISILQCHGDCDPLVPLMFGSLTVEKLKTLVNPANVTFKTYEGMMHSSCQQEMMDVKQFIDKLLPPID
# GSTO1 inh: GSTO1 inhibition, counter-screen for RBBP9 inhibitors; 300,000 tested, 1.1% active; inhibition, % at 5.96 µM; P78417; recombinant GSTO1, activity-based probe fluorescence polarization;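 active = inhibition above the campaign mean inhibition plus 3 SD, cut at about 35% in these data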;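 note: 0% = GSTO1-1 with DMSO and 100% = wells lacking GSTO1-1 enzyme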
# Target sequence (P78417 whole entry, looked up): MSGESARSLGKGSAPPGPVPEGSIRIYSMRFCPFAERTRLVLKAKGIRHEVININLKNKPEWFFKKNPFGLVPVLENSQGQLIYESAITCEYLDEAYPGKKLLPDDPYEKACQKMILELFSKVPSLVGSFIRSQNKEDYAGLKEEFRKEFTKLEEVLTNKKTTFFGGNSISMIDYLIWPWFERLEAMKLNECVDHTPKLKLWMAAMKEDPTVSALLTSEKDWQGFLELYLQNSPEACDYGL
# PAFAH2 inh: PAFAH2 (human) inhibition; Q99487; recombinant PAFAH2, FP-rhodamine activity probe, fluorescence polarization; inhibition, % at 3.39 µM; 340,000 tested, 0.99% active; AID 492956;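 active = inhibition above the mean over all tested compounds plus 3 SD, cut at about 30% in these data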;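 note: inhibitors block probe labeling of enzyme so polarization drops; 0% = enzyme with DMSO and 100% = wells lacking PAFAH2 protein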
# EBNA-1 inh: blocks EBNA-1 binding to DNA; 300,000 tested, 0.34% active; EBNA-1 DNA binding, fluorescence polarization; inhibition, % at 14.8 µM; in the data active = inhibition above about 28%
# * marks the source's active call; other numbers are inactive results; nt = not tested or not shown.
SMILES,PAD4 inh,PAFAH1B3 inh,ZTA DNA inh,LYPLA2 inh,PREPL inhibitor,LYPLA1 inh,GSTO1 inh,PAFAH2 inh,EBNA-1 inh
CCOC(=O)C1CCN(C(=O)Cn2nc(C)n3c(cc4cc(F)ccc43)c2=O)CC1,-2,6,-1,1,0,2,-3,3,-2
Cc1ccc(S(=O)(=O)N2CCCCC2)cc1C(=O)N1CCN(CCO)CC1,3,2,-12,3,9,2,nt,1,nt
O=C1N/C(=C/c2ccc(Br)s2)C(=O)N1c1ccccc1,-1,-1,9,4,-1,-2,3,-3,9
CCOC(=O)C1(Cc2cccc(OC)c2)CCN(C(C)CC(C)(C)O)CC1 (stereo not drawn),1,6,-4,-4,6,-2,-5,4,-3
Cc1ccc(S(=O)(=O)/C(C#N)=C/c2c(N3CCC(C(N)=O)CC3)nc3c(C)cccn3c2=O)cc1,-1,8,-2,-21,-3,-2,-5,1,-2
COc1ccc(-c2cc3ccc(O)cc3oc2=O)cc1OC,-3,3,1,-5,1,2,6,1,-20
N/C(=N\O)c1ccc(Oc2ccccc2Cl)c([N+](=O)[O-])c1,3,0,-4,4,3,-3,3,1,-2
COCCNC(=O)C(OC(=O)c1cccs1)c1ccc(F)cc1 (stereo not drawn),-2,9,19,7,2,0,3,-6,0
O=C(NCCCN1CCC(Cc2ccccc2)CC1)C1CC(=O)N(C2CCCC2)C1 (stereo not drawn),1,-1,0,-1,24,4,1,8,-2
Cc1cc(Cl)c(S(=O)(=O)Nc2ccccn2)cc1OCC(N)=O,2,5,7,6,-1,3,-6,8,10
C/C(Cc1ccccc1)=N\NC(=O)CNC(=O)c1ccc(Cl)cc1Cl,4,nt,-6,5,0,6,2,nt,8
COc1ccc(CCN2CC34C=CC(O3)C(C(=O)NCc3ccccc3)C4C2=O)cc1OC (stereo not drawn),3,-1,4,3,5,0,9,6,4
COc1ccc(Cc2nc3ccc(C(=O)NCCc4cccc(C)n4)cc3o2)cc1,0,9,-9,4,-8,-1,-7,4,-2
COc1ccc(OC)c(N(CC(=O)NN=C2CCN(C)CC2)S(=O)(=O)c2ccccc2)c1,-1,6,15,-8,-16,-4,5,-8,1
COc1ccc(S(=O)(=O)N2CCCCCC2)cc1C(=O)NCCc1ccc(F)cc1,1,12,-3,5,5,2,nt,-3,nt
O=C(Oc1ccc(Cl)c2cccnc12)N1CCCCC1,0,9,-1,0,2,0,1,7,6
O=C(CCn1nnc2ccccc2c1=O)N[C@@H](Cc1c[nH]c2ccccc12)C(=O)O,2,2,11,1,7,-1,8,-7,2
C/C=C(/C)C(=O)O[C@H]1[C@@H](O)c2c(ccc3ccc(=O)oc23)OC1(C)C,2,1,1,-5,-1,-4,5,12,-2
COc1ccc(N2C(=O)[C@@H]3[C@H](C2=O)[C@H]2c4ccccc4C=CN2[C@@H]3C(=O)Nc2ccccc2)cc1,-3,8,6,7,-12,1,22,6,-12
Cc1noc(C)c1C(=O)NCc1ccccc1F,0,6,15,-1,-3,-2,3,-8,0
Cc1ccc(N(CC(=O)Nc2cccc(Cl)c2C)S(C)(=O)=O)cc1,-1,0,-6,-4,-14,-7,7,0,6
CCN1C(=O)CSC1=NC1C2CC3CC(C2)CC1C3 (stereo not drawn),-5,6,4,-3,-1,0,1,2,-5
Cc1ccc(Cc2nc(-c3ccccn3)no2)cc1,-1,4,-19,1,19,-4,5,1,-8
Cc1ccc(NC(=O)C2CSC3(C)CCC(=O)N23)cc1S(=O)(=O)N1CCCCCC1 (stereo not drawn),-2,12,3,1,15,-3,nt,5,nt
Cc1cccc(Nc2nc(N3CCN(C)CC3)nc(N)c2[N+](=O)[O-])c1,5,6,3,-8,14,-3,-5,-4,2
# Next part
SMILES,PAD4 inh,PAFAH1B3 inh,ZTA DNA inh,LYPLA2 inh,PREPL inhibitor,LYPLA1 inh,GSTO1 inh,PAFAH2 inh,EBNA-1 inh
COc1cccc(/C=N/NC(=O)c2cnccn2)c1O,-3,6,8,0,-5,0,-3,-6,5
CCOC(=O)CSc1cc(-c2ccccc2)nc2ncnn12,5,1,-6,1,10,3,-21,-1,-15
Cc1cc2nc(/C(C#N)=C/c3ccncc3)[nH]c2cc1C,-7,7,-1,-4,12,1,0,-1,0
Cn1c(C(=O)N2CCN(c3ccccn3)CC2)cc2ccccc21,-4,2,-3,2,1,2,4,3,-8
Cc1cccc(CCN(C(=O)Cc2cccs2)C(C(=O)NC2CCCCC2)c2cccnc2)c1 (stereo not drawn),2,2,0,-5,-3,-4,2,-9,6
O=C(c1ccco1)N1CCN(C(=O)c2ccc(-c3cccc(C(F)(F)F)c3)o2)CC1,-1,7,12,4,-1,-2,5,1,1
Cc1cc(C)n(-c2ccc(C(=O)Nc3ccc(C)c(S(=O)(=O)N4CCOCC4)c3)cc2)n1,-1,0,-7,0,-4,-3,3,-3,4
N/C(=N\OC(=O)c1ccc2c(c1)OCO2)c1cccc([N+](=O)[O-])c1,2,5,-6,4,20,-3,-5,25,13
C[C@@H](NC(=O)c1nc[nH]c1C(=O)N1CCc2ccccc2C1)c1ccccc1,-1,4,13,2,5,-2,nt,-15,nt
COc1ccccc1C(=O)NC(=O)CSc1nncn1C(C)C,-2,3,-7,2,3,1,4,5,-11
Cn1cc(S(=O)(=O)Nc2ccc(F)cc2F)c(=O)n(C)c1=O,-2,4,-1,1,-8,-3,1,-1,5
CC(C)c1ccc(C(=O)NNC(=O)C2CC=CCC2C(=O)O)cc1 (stereo not drawn),-1,-3,-22,-4,19,-3,2,0,-1
Cc1ccccc1NC(=O)NNC(=O)c1ccc2ccccc2c1O,-2,23,6,5,15,2,-2,5,-6
COc1c(O)cccc1/C=N/NC(=O)Cn1ccnc1C,-1,3,-13,3,-4,1,0,-8,-3
CCOC(=O)c1ccc2c(c1)C1C=CCC1C(C(=O)O)N2 (stereo not drawn),-1,nt,23,4,39,-8,52*,nt,19
COc1ccc2c(c1[N+](=O)[O-])CCC/C2=N/OC(=O)c1ccccc1SC,-6,7,-15,8,1,-1,4,12,6
Cc1c(C(=O)NCc2ccccc2)oc2ccc(S(=O)(=O)N3CCC4(CC3)OCCO4)cc12,-2,12,13,4,-1,0,-3,0,-2
CC(C)CNC(=O)c1ccc(C2SCC(=O)N2Cc2ccccc2)cc1 (stereo not drawn),-3,3,-7,-2,0,-2,-1,0,-11
CC(CCc1ccccc1)NC(=O)c1ccccc1F (stereo not drawn),-3,0,-15,0,-4,3,12,-2,-28
O=C1CC(NS(=O)(=O)c2ccc(F)cc2)CN1c1ccc2c(c1)OCCO2 (stereo not drawn),1,10,-3,1,3,2,4,-6,-8
Oc1cccc(Nc2nc(-c3ccccc3Cl)nc3ccccc23)c1,-6,-1,8,-7,5,-14,-14,-3,-4
Cc1cc(C(=O)COC(=O)c2ccc3c(c2)OCO3)c(C)n1Cc1cccs1,-5,0,9,-1,-4,-4,-9,21,-7
O=C(NCc1ccccn1)C1C2C=CC(C2)C1C(=O)Nc1ccc(F)cc1 (stereo not drawn),-1,-3,1,3,-7,0,3,-6,-1
Cc1cc(Nc2ccccc2)nc(N2CCOCC2)n1,-2,12,8,1,1,-2,-9,3,17
COc1cccc(CN(C)C(=O)c2ccc(NC(=O)CC3SC(N4CCCC4)=NC3=O)cc2)c1OC (stereo not drawn),5,7,-21,8,18,0,7,8,-2
# Going on with the list.
SMILES,PAD4 inh,PAFAH1B3 inh,ZTA DNA inh,LYPLA2 inh,PREPL inhibitor,LYPLA1 inh,GSTO1 inh,PAFAH2 inh,EBNA-1 inh
O=S(=O)(c1ccccc1)n1ccc2cccnc21,-2,5,1,-4,15,-2,8,7,-3
COc1ccc(-c2nc(-c3ccncc3)no2)cc1OC,0,5,-3,4,-8,-4,-13,2,6
C#Cc1cccc(-n2nnc(C(=O)OC)c2-c2ccccc2)c1,0,8,10,-6,11,-4,0,-10,-14
CC(=O)NC1C(c2nc3ccccc3s2)=C(c2ccccc2)C(=O)N1c1ccc(C)cc1 (stereo not drawn),1,2,8,-2,-10,-1,2,2,-3
CCc1cc2c3c(c1)C(C)CC(C)(C)N3C(=O)C2=O (stereo not drawn),-7,3,11,-8,6,-2,-5,-2,4
CC(=O)c1ccc(S(=O)(=O)N2CCC(c3nnc(SCCN4CCCC4)n3C)CC2)cc1,-1,0,-9,6,5,-6,7,2,-10
O=C(O)C1CCCCC1C(=O)Nc1ccccc1F (stereo not drawn),-5,1,8,6,9,0,-1,7,3
O=C(Nc1ccccc1C(=O)NCCCN1CCOCC1)c1cccc([N+](=O)[O-])c1,0,10,-8,0,3,-4,3,-3,4
O=C(c1cccc(C(F)(F)F)c1)C1CCCN(C(=O)CN2CCOC2=O)C1 (stereo not drawn),-3,8,12,4,-1,-2,-3,-1,3
c1ccc(COC2CCCN(Cc3nc(-c4cnccn4)no3)C2)nc1 (stereo not drawn),2,4,6,3,1,1,9,0,2

# Structures from the list above containing an aryl methoxy group:
SMILES,PAD4 inh,PAFAH1B3 inh,ZTA DNA inh,LYPLA2 inh,PREPL inhibitor,LYPLA1 inh,GSTO1 inh,PAFAH2 inh,EBNA-1 inh
CCOC(=O)C1(Cc2cccc(OC)c2)CCN(C(C)CC(C)(C)O)CC1 (stereo not drawn),1,6,-4,-4,6,-2,-5,4,-3
COc1ccc(-c2cc3ccc(O)cc3oc2=O)cc1OC,-3,3,1,-5,1,2,6,1,-20
COc1ccc(CCN2CC34C=CC(O3)C(C(=O)NCc3ccccc3)C4C2=O)cc1OC (stereo not drawn),3,-1,4,3,5,0,9,6,4
COc1ccc(Cc2nc3ccc(C(=O)NCCc4cccc(C)n4)cc3o2)cc1,0,9,-9,4,-8,-1,-7,4,-2
COc1ccc(OC)c(N(CC(=O)NN=C2CCN(C)CC2)S(=O)(=O)c2ccccc2)c1,-1,6,15,-8,-16,-4,5,-8,1
COc1ccc(S(=O)(=O)N2CCCCCC2)cc1C(=O)NCCc1ccc(F)cc1,1,12,-3,5,5,2,nt,-3,nt
COc1ccc(N2C(=O)[C@@H]3[C@H](C2=O)[C@H]2c4ccccc4C=CN2[C@@H]3C(=O)Nc2ccccc2)cc1,-3,8,6,7,-12,1,22,6,-12
COc1cccc(/C=N/NC(=O)c2cnccn2)c1O,-3,6,8,0,-5,0,-3,-6,5
COc1ccccc1C(=O)NC(=O)CSc1nncn1C(C)C,-2,3,-7,2,3,1,4,5,-11
COc1c(O)cccc1/C=N/NC(=O)Cn1ccnc1C,-1,3,-13,3,-4,1,0,-8,-3
COc1ccc2c(c1[N+](=O)[O-])CCC/C2=N/OC(=O)c1ccccc1SC,-6,7,-15,8,1,-1,4,12,6
COc1cccc(CN(C)C(=O)c2ccc(NC(=O)CC3SC(N4CCCC4)=NC3=O)cc2)c1OC (stereo not drawn),5,7,-21,8,18,0,7,8,-2
COc1ccc(-c2nc(-c3ccncc3)no2)cc1OC,0,5,-3,4,-8,-4,-13,2,6

# An excerpt; count on the stated rates, not on these rows.
